DUSP3 inh = blocks human VHR1 dual specificity phosphatase; P51452; AID 1654; recombinant VHR phosphatase, pNPP absorbance; inhibition, % at 13.3 µM; hit rate 0.52% among 290,000; in the data active means inhibition above about 50%; further: some compounds called inactive have numbers as strong as hits
Mtb BioA inh = BioA (M. tuberculosis) enzyme inhibition. purified M. tuberculosis BioA enzyme, plate reader. inhibition, % at 9.99 µM. hit rate 0.096% among 360,000; in the data active means inhibition above about 40%
Rv3671c protease = inhibitors of M. tuberculosis serine protease Rv3671c | P9WHR9 | AID 2606 | inhibition, % at 5.96 µM | hit rate 0.048% among 320,000; in the data active means inhibition above about 38%;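 further: extracellular domain of Rv3671c used as enzyme; 0% = enzyme with DMSO and 100% = no enzyme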
Target sequence (P9WHR9 whole entry, looked up, the tested form may be a part): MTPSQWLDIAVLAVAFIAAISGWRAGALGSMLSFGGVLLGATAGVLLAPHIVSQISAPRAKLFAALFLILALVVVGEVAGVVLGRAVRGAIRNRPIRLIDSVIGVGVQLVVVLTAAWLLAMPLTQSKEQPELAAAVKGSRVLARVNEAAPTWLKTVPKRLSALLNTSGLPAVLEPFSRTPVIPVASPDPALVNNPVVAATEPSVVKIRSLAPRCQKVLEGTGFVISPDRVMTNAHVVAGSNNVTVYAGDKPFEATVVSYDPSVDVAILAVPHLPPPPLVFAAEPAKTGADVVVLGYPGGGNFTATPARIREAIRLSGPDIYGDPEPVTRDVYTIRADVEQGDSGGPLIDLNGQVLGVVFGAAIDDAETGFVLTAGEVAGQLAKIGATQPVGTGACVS
GDH-TPI counter = inhibits GDH-TPI coupling enzymes, artifact for Mtb FBA screen | GDH-TPI coupled enzyme counterscreen, NADH absorbance | inhibition, % at 4.8 µM | hit rate 1.2% among 360,000 | AID 588335; in the data active means inhibition above about 30%;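 further: 0% = DMSO wells and 100% = wells lacking the enzyme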
PriA SSB inh = K. pneumoniae PriA-SSBct interaction inhibition. AlphaScreen SSBct-PriA binding, biotinylated peptide. inhibition, % at 33 µM. hit rate 0.6% among 430,000. AID 1272365; in the data active means inhibition mostly above about 37%, no sharp cut-off; inactive means mostly below about 20%;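 further: plate controls were negative control peptide for no effect and reference peptide for full effect; strong numbers were not always called active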
MazEF act = increases E. coli MazEF RNase cleavage of RNA; activation, % at 20 µM; FAM/BHQ RNA-DNA oligo cleavage fluorescence, 5 h; P0AE70; hit rate 0.32% among 350,000; in the data active means activation above about 50%
Target sequence (P0AE70 whole entry, looked up): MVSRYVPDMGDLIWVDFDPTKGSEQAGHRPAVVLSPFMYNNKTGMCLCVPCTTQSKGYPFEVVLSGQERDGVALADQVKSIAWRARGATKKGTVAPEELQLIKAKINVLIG
SARS 3CLpro inh = SARS-CoV 3CLpro protease inhibition | P0C6X7 | recombinant SARS-CoV 3CLpro, quenched FRET peptide cleavage | inhibition, % at 6 µM | hit rate 0.14% among 290,000 | AID 1706; in the data active means inhibition above about 12%
Vc quorum ag = quorum light induction in luxS cqsA deficient V. cholerae. V. cholerae BH1578 lux reporter, luminescence, 6 h. activation, % at 18.7 µM. hit rate 0.16% among 350,000; in the data active means activation mostly above about 9.7%, no sharp cut-off; further: not every result past the cut was called active; inactives centre near 0; reference of the scale not given here
UGM FP inh = blocks M. tuberculosis UGM enzyme; hit rate 0.06% among 320,000; inhibition, % at 10 µM; purified UGM, fluorescence polarization probe displacement; P9WIQ1; in the data active means inhibition above about 10%, passing the limit was not always enough
Target sequence (P9WIQ1 whole entry, looked up): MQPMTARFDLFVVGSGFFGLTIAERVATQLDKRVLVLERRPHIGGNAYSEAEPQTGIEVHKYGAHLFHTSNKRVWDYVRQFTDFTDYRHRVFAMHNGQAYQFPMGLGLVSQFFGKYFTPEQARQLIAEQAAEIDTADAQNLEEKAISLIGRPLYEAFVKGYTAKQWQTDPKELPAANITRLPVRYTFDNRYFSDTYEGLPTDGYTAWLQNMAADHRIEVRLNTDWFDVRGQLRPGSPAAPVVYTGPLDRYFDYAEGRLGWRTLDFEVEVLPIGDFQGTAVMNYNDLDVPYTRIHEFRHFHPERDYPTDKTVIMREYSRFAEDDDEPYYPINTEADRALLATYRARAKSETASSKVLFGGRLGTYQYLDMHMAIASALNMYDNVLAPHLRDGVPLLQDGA
FBA Mtb inh = inhibitors of M. tuberculosis fructose-bisphosphate aldolase | hit rate 2.3% among 360,000 | AID 588726 | inhibition, % at 1 µM | purified M. tuberculosis FBA, fluorescence read-out | P9WQA3; in the data active means inhibition above about 27%;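 further: 0% = vehicle and 100% = reference inhibitor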
* hit, by the source's call; i = inactive; . = not tested or not shown; & = joins results of further samples. Some of the compounds tested, so the mix of outcomes need not match the whole.

canonical_smiles | DUSP3 inh | Mtb BioA inh | Rv3671c protease | GDH-TPI counter | PriA SSB inh | MazEF act | SARS 3CLpro inh | Vc quorum ag | UGM FP inh | FBA Mtb inh
COc1ccc(NC(=O)CC2C(=O)N(c3ccc(OC)cc3)C(=O)N2CCc2cccs2)cc1 (centres undefined) | 1 | 0.6 | -2 | -3 | -17 | -3 | 1 | -0.5 | -0.1 | 0
Cc1oc(C(=O)O)cc1COc1ccccc1Cl | 7 | -1.7 | 4 | 7 | -10 | 3 | -2 | 5.0 | 0.1 | -1
Cc1cc(N2C(=O)C3C4CCC(C4)C3C2=O)no1 (centres undefined) | 31 | . | 1 | 15 | -2 | -27 | -3 | -1.8 | -0.9 | 3
Cc1cc(C)c(-c2c(N)cc(Br)cc2Br)c(N)c1 | . | -3.7 | . | 7 | -2 | -11 | . | -13 | . | -1
CS(=O)(=O)N1CCC(C(=O)Nc2ccc(OCc3ccccc3)cc2)CC1 | -12 | -2.6 | -4 | 2 | 9 | 1 | -2 | -0.4 | 0.4 | 1
Cc1ccsc1/C=N/NC(=O)CNC(=O)c1ccc(S(=O)(=O)N2CCOCC2)cc1 | 23 | -0.9 | -7 | 9 | . | 4 | -6 | i | 1.3 | 0
Cc1ccccc1CNC(=O)CCNS(=O)(=O)c1ccc(OC(F)(F)F)cc1 | . | -0.8 | 0 | -4 | -1 | -2 | . | 3.4 | -0.8 | -1
COc1ccc(CC(N)c2csc(Nc3cc(NCCCO)ncn3)n2)cc1 (centres undefined) | . | 3.9 | . | 8 | . | . | . | 4.5 | . | -4
COc1cccc(-n2c(-c3ccccc3)c[nH]c2=S)c1 | 29 | -1.6 | -1 | 6 | 2 | 22 | -5 | i | 1.8 | 1
CO/N=C/C(C#N)=C/c1cc(C(=O)c2ccccc2)cn1C | -6 | . | -3 | 21 | . | -1 | -3 | -0.2 | 1.6 | -1
CCOC(=O)CC1C(=O)NCCN1C(=O)c1c(F)cccc1F (centres undefined) | 7 | -1.4 | 4 | 12 | -9 | 0 | 1 | . | -3.3 | 0
CCOC(=O)CC1CCCCN1Cc1cn[nH]c1-c1ccc(F)cc1F (centres undefined) | 18 | . | -4 | 1 | -9 | -4 | -6 | -0.8 | 2.0 | -3

Next part (4 carried over from the part before).
canonical_smiles | DUSP3 inh | Mtb BioA inh | Rv3671c protease | GDH-TPI counter | PriA SSB inh | MazEF act | SARS 3CLpro inh | Vc quorum ag | UGM FP inh | FBA Mtb inh
COc1cccc(-n2c(-c3ccccc3)c[nH]c2=S)c1 | 29 | -1.6 | -1 | 6 | 2 | 22 | -5 | i | 1.8 | 1
CO/N=C/C(C#N)=C/c1cc(C(=O)c2ccccc2)cn1C | -6 | . | -3 | 21 | . | -1 | -3 | -0.2 | 1.6 | -1
CCOC(=O)CC1C(=O)NCCN1C(=O)c1c(F)cccc1F (centres undefined) | 7 | -1.4 | 4 | 12 | -9 | 0 | 1 | . | -3.3 | 0
CCOC(=O)CC1CCCCN1Cc1cn[nH]c1-c1ccc(F)cc1F (centres undefined) | 18 | . | -4 | 1 | -9 | -4 | -6 | -0.8 | 2.0 | -3
COc1ccc(C(=O)Nc2ccc(Nc3ccccc3)cc2)cc1[N+](=O)[O-] | 0 | 5.8 | 22 | 18 | 30 | 30 | -5 | 0.2 | 4.9 | 0
Cc1ccc(/C=N/NC(=O)CSc2nc3ccccc3o2)cc1 | -8 | . | -7 | -3 | . | -2 | 7 | -0.1 | 1.9 | 0
COc1ccc(CNC(=O)CN(Cc2ccc(C)cc2)C(=O)c2csnn2)cc1 | 24 | -2.0 | 1 | -5 | -6 | -2 | -5 | i | 3.0 | 2
CC1(C)NC(=O)N(CCCCOc2ccc(Cl)cc2C=O)C1=O | 5 | 1.6 | -2 | -5 | -22 | 2 | -2 | -0.6 | -1.5 | 2
O=C(NCCC1CCCCN1S(=O)(=O)c1ccc(F)cc1)C(=O)Nc1ccccc1F (centres undefined) | . | -1.7 | -5 | 2 | -9 | -3 | . | i | 0.5 | -2
CCN(CC(=O)Nc1ccc(NC(C)=O)cc1)C(=O)c1ccc(S(=O)(=O)N2CCCC2)cc1 | . | -0.6 | . | 7 | -14 | -6 | . | i | . | 6
Fc1ccc(N=c2ssnc2Cl)c(F)c1 | 20 | . | 3 | 14 | 12 | -10 | -1 | -0.3 | -1.6 | -1
C#CCNC(=O)C1=C[C@H](c2ccc3c(c2)OCO3)C[C@H](OCc2ccc(CO)cc2)O1 | 3 | -2.0 | -4 | 4 | -4 | -1 | 2 | i | 0.0 | 1
CC(C)c1ccccc1NC(=S)NCC1(N(C)C)CCCCC1 | 7 | -0.5 | 6 | 0 | 9 | 6 | -2 | i | 1.1 | 2
Clc1cccc(Cl)c1CN1CCN(c2ccccc2)CC1 | 31 | -1.1 | -1 | -2 | 0 | -10 | 0 | -0.4 | 0.5 | 0
CCN(C(=O)c1cccc(Br)c1)C1CCS(=O)(=O)C1 (centres undefined) | . | -0.4 | 3 | -16 | -3 | -1 | . | 1.8 | 3.0 | 4
S=c1[nH]nc(-c2cccnc2)n1/N=C/c1ccc(Br)s1 | -8 | 0.7 | 3 | 4 | . | -7 | -3 | -1.5 | -0.2 | 2
Cc1nnc(SCC(=O)c2cc(C)n(-c3ccc4c(c3)OCO4)c2C)s1 | 4 | 36 | 3 | 7 | 12 | 1 | 0 | i | 2.8 | 0
CN1CC=C2C(C#N)=C(N)C(C#N)(C#N)[C@H](c3cccs3)[C@H]2C1 | 9 | -17 | -2 | 13 | 11 | -344 | 0 | -1.7 | 3.5 | 9
O=C(NCCCn1ccnc1)c1ccc2ccccc2c1 | 26 | 1.0 | 3 | 7 | -3 | 2 | 1 | i | -0.4 | 2
Cc1c(C(=O)NCCCN2CCOCC2)sc2nc(-c3ccccc3)cn12 | 9 | . | -6 | . | . | . | 4 | . | 2.3 | .
O=C(COCc1nc2ccccc2c(=O)[nH]1)NC1CCCC1 | 30 | -0.8 | 2 | 16 | -19 | -2 | -1 | i | 0.9 | 2
CN(C(=S)NC1CCCCC1)C1(c2ccccc2Cl)CCCCC1=O (centres undefined) | 15 | . | -7 | 5 | -19 | 12 | -6 | -0.2 | -0.3 | 0
CC1CC1C(=O)OCC(=O)Nc1ccc(Cl)cn1 (centres undefined) | . | -0.8 | 3 | 4 | -5 | 4 | . | i | 5.8 | 3
O=C(COC(=O)c1cc2ccccc2cc1O)NC1CCCCC1 | . | -1.4 | 3 | 8 | -11 | -5 | . | i | -0.7 | -4
Cn1c(=O)c2c(nc(Br)n2CCCc2ccccc2)n(C)c1=O | -8 | 1.4 | 6 | 4 | -1 | -1 | 7 | i | 1.8 | 3
Nc1ncnc2c1cnn2C1CC(O)C(CO)O1 (centres undefined) | . | 0.0 | . | -9 | -3 | -19 | . | i | . | -2
CCOC(=O)C1CCCN(C(=O)c2ccccc2NS(=O)(=O)c2ccc(F)cc2)C1 (centres undefined) | . | -1.1 | 1 | 1 | -10 | 2 | . | -0.8 | 5.6 | 0
O=C(CCn1cnnn1)Nc1ccccc1 | 4 | -1.3 | -2 | 10 | 1 | -2 | 3 | -0.3 | -0.6 | 1
C=CCN(CC(=O)c1sc(C(=O)OCC)nc1C)c1cccc(Br)c1 | . | -1.5 | 3 | 9 | 6 | 10 | . | 1.3 | 0.5 | 2
C/C(CC(=O)NCc1ccco1)=N\NC(=O)Cc1ccccc1 | 21 | 3.3 | -8 | -12 | . | -4 | -1 | -0.6 | 2.4 | 3
COC(=O)c1ccc(C(C2C(=O)CC(C)(C)CC2=O)C2C(=O)CC(C)(C)CC2=O)cc1 | 4 | . | 8 | 7 | 3 | 2 | 1 | i | 1.0 | -1
CN1CCN(S(=O)(=O)c2cccc(C(=O)N(c3ccccn3)C3CCCCC3)c2)CC1 | 28 | 1.3 | 9 | -5 | -4 | 13 | -1 | -1.0 | 0.3 | 0
NC(=O)CC(NC(=O)c1ccccc1)c1ccc(N2CCN(c3ccccc3)CC2)c([N+](=O)[O-])c1 (centres undefined) | 13 | -1.6 | -9 | -10 | 1 | 5 | 1 | -0.5 | 0.4 | -1
O=C(NC1=NCCS1)c1sc2ccccc2c1Cl | 24 | 0.0 | -17 | 6 | -11 | 12 | 0 | i | -0.7 | 2
Cc1noc(C)c1CSCC(=O)N1CCN(c2ccc(F)cc2)CC1 | 21 | 6.3 | -6 | 6 | -5 | -14 | -3 | -0.2 | 2.1 | -1
NC(=O)c1ccc(NC(=O)Cn2c(=O)n(-c3ccccc3)c(=O)c3oc4ccccc4c32)cc1 | 22 | . | -1 | -6 | -5 | -4 | 3 | -0.6 | -2.0 | 2
Cc1ccc(S(=O)(=O)c2nnn3c2nc(NCCCN2CCCC2=O)c2ccccc23)cc1C | 9 | -0.4 | -7 | 3 | 7 | 7 | 5 | i | 0.1 | 31*
Cc1ccc(C)c2[nH]c(=O)c(CN(CCN3CCCC3)C(=O)Nc3ccc(F)cc3)cc12 | -12 | -0.9 | -7 | 2 | 5 | 10 | 0 | 0.7 | -1.1 | 4
O=C(NCCCN1CCc2ccccc2C1)Nc1ccc(Br)cc1 | 41 | -2.0 | 1 | 6 | 7 | 1 | -1 | i | -1.1 | 4
COc1ccc(C(=O)NC(C)c2nc3ccccc3[nH]2)cc1OC (centres undefined) | 9 | 2.1 | . | 4 | -10 | 0 | -4 | i | . | 7
CC(C)CC(=O)O/N=C1\C(=O)N(Cc2ccc(Cl)cc2)c2ccc([N+](=O)[O-])cc21 | 7 | . | 77* | . | . | . | 0 | . | -0.4 | .
COc1cc(OC)cc(C(=O)NCCCn2ccnc2)c1 | -13 | -1.3 | 1 | 4 | 10 | 10 | 7 | -0.2 | 2.6 | -2
CN(CCO)S(=O)(=O)c1ccc2c(c1)C(=NN)c1cc(S(=O)(=O)N(C)CCO)ccc1-2 | -5 | -0.8 | -6 | 18 | -6 | 7 | -6 | i | -0.4 | 3
Cc1cc(C)n(S(=O)(=O)/C=C/c2ccccc2)n1 | -13 | 1.1 | 2 | 0 | -12&-18 | -7 | 0 | -0.2 | 0.1 | 2
CCn1c(COc2ccccc2C)nnc1SCC(=O)NCc1ccccc1 | 34 | . | 3 | -7 | -10 | -4 | 4 | 5.7 | -0.2 | 1
COc1ccccc1-c1sc2ccccc2c1-c1ccc(O)cc1 | . | -0.4 | 2 | 5 | 2 | -20 | . | -5.8 | -1.7 | 7
COC(=O)c1sc(N2C(=O)C(O)=C(C(=O)c3ccc(C)o3)C2c2cc(OC)ccc2OC)nc1C (centres undefined) | 1 | 0.6 | -4 | 8 | . | . | 1 | -0.2 | 5.8 | 4
O=C(Nc1ccc(F)cc1)C1CCN(S(=O)(=O)c2cccs2)CC1 | 6 | . | 5 | -3 | 8 | 4 | -3 | -0.6 | 1.4 | -6
Cc1cc(C)c2c(SC(C)C)nc(N)nc2n1 | 7 | -4.6 | -4 | 11 | -3 | -10 | 0 | -0.5 | -2.3 | 12
CCC(C)Sc1nc2c([nH]c3ccccc32)c(=O)n1C (centres undefined) | 1 | -0.3 | 0 | 3 | -6&-3 | 18 | -3 | -0.2 | 1.2 | 1
CCc1ccc(NC(=S)N(CCN2CCOCC2)Cc2ccccc2F)cc1 | 22 | . | -2 | -9 | -4 | 4 | 3 | -0.2 | 4.7 | -4
Cc1c(C(=O)OCC(=O)Nc2c(C)n(C)n(-c3ccccc3)c2=O)oc2ccccc12 | 30 | . | 1 | -5 | -11 | -1 | -6 | -0.3 | -0.8 | 0
CC(=O)Oc1ccc(N(C(C)=O)S(=O)(=O)c2cccs2)c2ccccc12 | 0 | -0.3 | 5 | 15 | 14 | -14 | 3 | 1.0 | -1.2 | 1

Screening data (PubChem BioAssay)
